SNCA expr inhib: reduces expression of the alpha-synuclein gene; Potency, µM (titrated, usually from 57.2 µM), for the others: top-dose activity change, negative = inhibition, actives largely listed as inhibitors; HEK-293 SNCA-luciferase knock-in, luminescence, 24 h; actives 0.17% (n = 140,000);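 further: potency means the concentration at half of the fitted maximal effect; plate controls were DMSO cells for no effect and cell-free wells for full effect; nearly all actives have a fitted effect of over 45% in size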
Luciferase inh: inhibitors of firefly (Photinus pyralis) luciferase. P08659. purified P. pyralis luciferase, luminescence, biochemical. Potency, µM (titrated, usually from 115 µM), inactives show at the highest dose activity change, negative = inhibition, most hits filed as inhibitors. actives 2.5% (n = 76,000); further: potency means the concentration at half of the fitted maximal effect; nearly all actives have a fitted effect of over 65% in size
Target sequence (P08659 whole entry, looked up): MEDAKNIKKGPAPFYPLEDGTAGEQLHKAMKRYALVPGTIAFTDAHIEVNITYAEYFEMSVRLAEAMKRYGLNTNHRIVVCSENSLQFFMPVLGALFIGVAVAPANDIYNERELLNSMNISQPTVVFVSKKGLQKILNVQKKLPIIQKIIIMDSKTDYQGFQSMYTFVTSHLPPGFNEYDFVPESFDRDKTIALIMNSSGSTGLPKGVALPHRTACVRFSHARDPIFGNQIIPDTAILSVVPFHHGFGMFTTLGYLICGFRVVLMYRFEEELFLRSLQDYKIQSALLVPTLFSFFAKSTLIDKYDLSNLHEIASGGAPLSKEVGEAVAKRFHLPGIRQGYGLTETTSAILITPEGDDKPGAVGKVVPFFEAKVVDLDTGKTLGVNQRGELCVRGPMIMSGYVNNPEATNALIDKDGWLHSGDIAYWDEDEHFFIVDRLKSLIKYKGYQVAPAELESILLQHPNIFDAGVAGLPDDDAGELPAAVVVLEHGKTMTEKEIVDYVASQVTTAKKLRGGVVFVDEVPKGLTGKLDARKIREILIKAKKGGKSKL
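Luminescence read by CCD imaging after purified firefly luciferase (10nM final) was added to substrate buffer holding 10uM D-luciferin and 10uM ATP, pH 7.5, pre-dosed with compound.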
HEK293 viab: cell viability loss counter-screen. HEK-293-SNCA-luc viability, GF-AFC fluorescence, 24 h. Potency, µM (doses to about 57.1 µM), without a hit: at the highest dose activity change, negative = cytotoxicity, actives largely listed as cytotoxic. actives 0.12% (n = 150,000);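 further: potency means the concentration at half of the fitted maximal effect; 0% = DMSO-treated cells and -100% = medium-only wells without cells; nearly all actives have a fitted effect of over 30% in size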
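HEK-293-SNCA-luc cells (1500/well) plated 24 h, then exposed 24 h to a dilution series; GF-AFC added 30 min at 37C, fluorescence 405/540 nm; normalised to medium-only and DMSO wells, Hill fit.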
GPT2 inhibitor: blocks human glutamate pyruvate transaminase 2; actives 0.25% (n = 100,000); Potency, µM (top dose mostly 57.7 µM), without a hit: at the top dose activity change, negative = inhibition, usual class: inhibitors; Recombinant GPT2, coupled pyruvate oxidase/HRP Amplex Red fluorescence; Q8TD30; further: potency means the concentration at half of the fitted maximal effect; nearly all actives have a fitted effect of over 60% in size; many of its hits are not listed in these tables
Target sequence (Q8TD30 whole entry, looked up): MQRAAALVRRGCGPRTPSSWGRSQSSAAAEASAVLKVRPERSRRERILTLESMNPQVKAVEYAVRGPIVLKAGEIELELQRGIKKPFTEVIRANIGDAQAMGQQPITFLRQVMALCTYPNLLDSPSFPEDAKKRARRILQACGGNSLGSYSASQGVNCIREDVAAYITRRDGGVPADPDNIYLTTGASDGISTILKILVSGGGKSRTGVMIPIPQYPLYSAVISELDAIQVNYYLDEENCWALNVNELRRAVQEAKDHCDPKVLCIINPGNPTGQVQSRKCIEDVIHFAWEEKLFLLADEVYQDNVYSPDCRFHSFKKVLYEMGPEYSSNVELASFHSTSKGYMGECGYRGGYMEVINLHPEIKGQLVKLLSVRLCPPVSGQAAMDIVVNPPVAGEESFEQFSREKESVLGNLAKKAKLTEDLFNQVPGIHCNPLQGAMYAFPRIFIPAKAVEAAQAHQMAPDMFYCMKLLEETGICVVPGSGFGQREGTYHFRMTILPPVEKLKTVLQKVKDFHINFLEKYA
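GPT2 10ng/uL, a-KG 250uM, L-Ala 2mM, HEPES pH7.5 + 0.0001% Tween; 30 min RT. Then Amplex mix (PO/HRP/ThPP), 30 min RT dark, fluorescence. AOA 50uM used as positive control.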
IP6K1 inh: inhibitors of human IP6K1; actives 0.81% (n = 140,000); AID 1645851; activity change, % (series mostly up to about 58 µM); Q92551; IP6K1 kinase, ADP-Glo luminescence, 2 h; stronger effect = lower value; in the data active means activity change below about -25%
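ADP-Glo luminescence measures ADP made by human IP6K1 during a 2 h RT reaction with ATP/IP6 (mix at 1.3 mM/130 uM); top library doses 57.5 and 19.1 uM final.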
HEK cytotox: cytotoxic compounds in HEK 293 cells; HEK 293 viability, ATP luminescence (CellTiter-Glo), 48-72 h; Potency, µM (doses to about 115 µM), without a hit: top-dose activity change, negative = cytotoxicity, most hits filed as inhibitors; actives 6.6% (n = 94,000); AID 1345083; further: potency means the concentration at half of the fitted maximal effect; nearly all actives have a fitted effect of over 60% in size
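HEK 293 cells seeded at 250 cells/well were exposed to compound for 48 or 72 hr at 37 degree Celsius. Viability taken as ATP content by CellTiter-Glo luminescence.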
3T3 cytotox: kills NIH 3T3 cells. NIH 3T3 viability, CellTiter-Glo ATP luminescence, 48-72 h. Potency, µM (top dose mostly 96.7 µM), for inactives: at the top dose activity change, negative = cytotoxicity, most hits filed as inhibitors. actives 4.3% (n = 94,000); further: potency means the concentration at half of the fitted maximal effect; nearly all actives have a fitted effect of over 55% in size
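Viability of NIH 3T3 cells after 48 or 72 hr compound treatment at 37 °C was assessed by CellTiter-Glo, with luminescence imaged following a 10 min room-temperature step.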
Starred values were filed as active, the others as inactive; i = inactive; ? = inconclusive; · = not tested or not shown; & = joins results of further samples; [ ] = remark or other dose. Unless noted, the call rests on the fitted dose curve; in most records, active means well fitted curve in the direction sought with a large enough effect; inconclusive means small, poorly fitted or top-dose-only effect, or another doubt; inactive means no such curve, though single readings can be large; an effect the other way counts as inactive or inconclusive. Unless noted, on the % scale 0 is the no-effect control and ±100 the full control effect. A portion of the library; the hit share may differ from the screen's.

Every second line gives: SNCA expr inhib | Luciferase inh | HEK293 viab | GPT2 inhibitor | IP6K1 inh | HEK cytotox | 3T3 cytotox
O=S(=O)(c1cc(F)ccc1F)N1[C@H]2CC[C@@H]1c1cncnc1C2
  2% | 0% | 6% | i | 0 | -5% | -12%
CC(C)[C@]12O[C@@H]1[C@@H]1O[C@]13[C@]1(O[C@H]1C[C@@H]1C4=C(CC[C@@]13C)C(=O)OC4)[C@H]2O
  -63% | · | -28% | -8% | · | · | ·
Cc1cccc(NC(=O)N[C@@H]2N=C(c3ccccc3)c3ccccc3N(C)C2=O)c1
  · | · | 6% | -11% | -18 | · | ·
CC(O)(c1ccccc1)C(Cc1ccc(Cl)cc1)n1cncn1 (stereo unspecified)
  · | · | -5% | 0% | 4 | · | ·
CCOCC(=O)N1CCC2(CC1)c1nccn1-c1ccccc1CN2CC(C)C
  23% | 6% | 8% | 3% | 9 | ? | i
NN=C(N)N
  1% | · | -1% | i | 0 | · | ·
NC(=O)c1cc(N2CC2)c([N+](=O)[O-])cc1[N+](=O)[O-]
  ? | · | -11% | i | · | · | ·
COc1ccc(C2(C(=O)N3[C@H]4CC[C@@H]3c3cnc(C)nc3C4)CCCCC2)cc1
  15% | 10% | 2% | 1% | 43 | -2% | -15%
CCC(CC)c1cc([C@H]2CN3CC[C@H]2C[C@@H]3CNS(C)(=O)=O)nc(-c2ccncc2)n1
  -8% | 3% | -1% | -5% | 10 | -10% | -15%
CCNc1nc(Cl)nc(NCC)n1
  -40%[25.6 µM] | · | 27%[23.9 µM] | i | 3 | · | ·
COc1ccc(C(=O)N2[C@H]3CC[C@@H]2c2cnc(C)nc2C3)cc1OC
  3% | 7% | 2% | i | 13 | -8% | i
Cc1ccc(OCC(=O)Nc2ccc(Cl)cc2C(=O)c2ccccc2)cc1C
  18% | · | 7% | · | 33 | · | ·
COc1ccc2c(c1)c(CCN(C)C)cn2S(=O)(=O)c1ccccc1
  · | · | -16% | ? | 18 | · | ·
CC1=C[C@H]2O[C@@H]3C[C@H]4OC(=O)/C=C/C=C/C(=O)OCC/C(C)=C/C(=O)OC[C@@]2(CC1)[C@]4(C)[C@]31CO1
  · | · | ? | 2%[27.3 µM] | 5 | · | ·
CC1=C(C(=O)O)N2C(=O)[C@@H](N)[C@H]2SC1
  -8%[17 µM] | · | -2%[12.5 µM] | i | 14 | · | ·

Every second line gives: SNCA expr inhib | Luciferase inh | HEK293 viab | GPT2 inhibitor | IP6K1 inh | HEK cytotox | 3T3 cytotox
O=C(N[C@H]1CN2CCC1CC2)c1ccc(Cl)cc1
  3%&20% | · | 4%&0%&-5% | 2%&-3% | -3 | · | ·
CN1C(=O)N(C)C2(CCN(Cc3cn4cc(Cl)ccc4n3)C2)C1=O (stereo unspecified)
  14% | 3% | 6% | i | 22 | -1% | -13%
Cc1nc(C2CCCC2)cc([C@H]2CN3CC[C@H]2C[C@@H]3CNC(=O)CCCC(=O)O)n1
  -8%[87.6 µM] | -10%[172 µM] | -13%[87.6 µM] | 1%[88.5 µM] | -1 | -27%[172 µM] | -13%[174 µM]
Cc1ccc(-c2nc(CN3C(=O)CN=C(c4ccccc4)c4ccccc43)c(C)o2)cc1
  -6% | · | 0% | · | 16 | · | ·
CC(C)CN1C[C@@H]2OCC(=O)N(Cc3cccnc3)[C@@H]2C1
  -18%[87.6 µM] | -6%[230 µM] | 1%[87.6 µM] | -5%[88.5 µM] | -2 | i | ?
CN(Cc1ccccc1)C[C@H]1CN2CC[C@H]1C[C@@H]2CNC(=O)Nc1ccsc1
  -2%[87.6 µM] | -10%[172 µM] | -3%[87.6 µM] | -6%[88.5 µM] | -6 | ? | ?
CCOC(=O)c1cncn1[C@H](C)c1ccccc1
  -13% | · | 3% | i | · | · | ·
CN1C2CCC(C)(C)C1CC(OC(=O)C(O)(c1cccs1)c1cccs1)C2 (stereo unspecified)
  -3%[25.6 µM] | · | -27%[23.9 µM] | i | -8 | · | ·
COCCn1c(C)cc(C(=O)N2[C@H]3CC[C@@H]2c2cnc(-c4ccc(F)cc4)nc2C3)c1C
  25µM* | 0% | ? | -10% | 12 | 25µM* | ?
CCC(CC)c1cc([C@H]2CN3CC[C@H]2C[C@@H]3CNC(=O)C2CC2)nc(-c2ccncc2)n1
  14%[87.6 µM] | 9%[172 µM] | -1%[87.6 µM] | 0%[88.5 µM] | 13 | -11%[172 µM] | -26%[174 µM]
C/C=C1/CN2CC[C@]34C(=Nc5ccc(OC)cc53)C2C[C@@H]1C4(CO)C(=O)OC (stereo partly specified)
  · | · | -7% | i | -1 | · | ·
O=C1CN=C(c2ccccc2)c2cc(Cl)ccc2N1Cc1ccc(Cl)cc1
  ? | · | -28% | · | -17 | · | ·
CCCS(=O)(=O)NC[C@H]1C[C@@H]2CCN1C[C@@H]2c1cc(-c2ccccc2Br)nc(C)n1
  -15% | -7% | -2% | 1% | 0 | ? | ?
CCOC(=O)[C@H]1CN(C(=O)Cc2ccc(OC)cc2)[C@]2(C)C(=O)N(CC3CC3)c3ccccc3[C@H]12
  -27%[25.6 µM] | · | ? | i | 4 | ? | ?
CCCNC(=O)OC[C@H]1C[C@@H]2CCN1C[C@@H]2c1cc(-c2cccs2)nc(C)n1
  10%[87.6 µM] | 11%[172 µM] | -8%[87.6 µM] | -4%[88.5 µM] | 6 | 112µM* | ?

Molecule	SNCA expr inhib	Luciferase inh	HEK293 viab	GPT2 inhibitor	IP6K1 inh	HEK cytotox	3T3 cytotox
O=C(c1ccccc1)N1CCC(C(=O)O)(c2ccccc2)CC1	9%	·	-3%	0%	-5	i	i
COc1cc(C)[nH]c(=O)c1CNC(=O)c1c(C)n([C@H](C)C2CCOCC2)c2ccccc12	·	·	5%	i	-8	·	·
O=C(COc1ccccc1[N+](=O)[O-])N1CCN(CCc2ccccn2)CC1	10%	·	5%	·	-2	·	·
Cc1cccc(C)c1OCC(=O)Nc1ccc(Cl)cc1C(=O)c1ccccc1	?	·	-1%	·	3	·	·
CN1CCCCCCN(Cc2ccccn2)[C@H]2CCC[C@H]2C1=O	-7%	2%	-1%	i	15	?	?
C=C(C)[C@@]12O[C@@H]1[C@@]1(C)C(=CC2=O)CC[C@@H](OC(C)=O)[C@@H]1C	·	·	?	i	-10	·	·
COc1ccc(OC)c(NC(=O)Cn2cc(C(=O)c3ccccc3)c3ccccc32)c1	-16%	·	-3%	·	-3	·	·
CC(C)=CCOc1c2occc2cc2ccc(=O)oc12	-15%	·	2%	2%&-26%	-13	·	·
CCC1NC(=O)C2C(Cl)C(Cl)CN2C(=O)C(CC)NC(=O)CC(c2ccccc2)NC(=O)C(CO)NC1=O (stereo unspecified)	·	·	-17%[23.9 µM]	i	-1	·	·
N[C@@H](Cn1oc(=O)[nH]c1=O)C(=O)O	9%	·	8%	1%	·	·	·
O=C1Nc2ccccc2C12CCN(Cc1ccc(F)cc1)CC2	?	·	-6%	i	-15	?	-7%
Cn1nc(-c2ccccc2)cc1[C@H]1CN2CC[C@H]1C[C@@H]2CNC(=O)Nc1ccccc1	-8%[87.6 µM]	4%[172 µM]	-4%[87.6 µM]	1%[88.5 µM]	3	50µM*	50µM*
COc1ccc(C(=O)N2[C@H]3CC[C@@H]2c2cnc(-c4ccc(F)cc4)nc2C3)cc1F	33%[activator]	-17%	4%	5%	18	0%	-11%
CCOc1ccc(CN(CCc2ccc3c(c2)OCO3)Cc2cccc(Br)c2)cc1	17%	·	11%	·	-57*	·	·
Cc1ccc(S(=O)(=O)NC[C@H]2C[C@@H]3CCN2C[C@@H]3c2cc(-c3ccccc3Br)nc(C)n2)cc1	-13%	-3%	7%	i	2	?	?
CN1Cc2ccccc2-n2ccnc2C12CCN(C(=O)Cc1cccc(F)c1)CC2	13%	-3%	0%	i	3	-7%	i
Cc1ccccc1-n1c(Cn2ncc3c(N)ncnc32)nc2cccc(C)c2c1=O	-4%	·	-33%&-26%	?	-15	·	·
C#C[C@H]1CN2CC[C@H]1C[C@@H]2CNC(=O)COc1ccccc1	-15%[87.6 µM]	7%[172 µM]	11%[87.6 µM]	0%[88.5 µM]	-12	-4%[172 µM]	i
COc1cc2c(cc1OCc1ccccc1)N(C(=O)CCc1ccccn1)CC21CCN(C)CC1	6%	13%	-13%	0%	-15	?	?
COc1ccc(S(=O)(=O)NC[C@H]2C[C@@H]3CCN2C[C@@H]3CN2CCCCC2)cc1	-4%[87.6 µM]	-4%[172 µM]	?	-15%[88.5 µM]	-10	112µM*	100µM*

A few values from the list.
CN1Cc2ccccc2-n2ccnc2C12CCN(C(=O)Cc1cccc(F)c1)CC2 @ IP6K1 inh = 3
N[C@@H](Cn1oc(=O)[nH]c1=O)C(=O)O @ GPT2 inhibitor = 1%
C=C(C)[C@@]12O[C@@H]1[C@@]1(C)C(=CC2=O)CC[C@@H](OC(C)=O)[C@@H]1C @ IP6K1 inh = -10

Further results.
Molecule	SNCA expr inhib	Luciferase inh	HEK293 viab	GPT2 inhibitor	IP6K1 inh	HEK cytotox	3T3 cytotox
CC(C)CCN1CCC(N2CCN(C(=O)COc3ccccc3)CC2)C1=O (stereo unspecified)	-15%	-2%	-1%	-8%	6	i	1%
COc1ccccc1CN[C@H]1C2CCN(CC2)[C@H]1C(c1ccccc1)c1ccccc1	·	·	-15%	-9%	-2	·	·
N#C[C@@H](O[C@@H]1O[C@H](CO[C@@H]2O[C@H](CO)[C@@H](O)[C@H](O)[C@H]2O)[C@@H](O)[C@H](O)[C@H]1O)c1ccccc1	·	·	24%[23.9 µM]	?	1	·	·
CC1OC(C)OC(C)O1 (stereo unspecified)	-8%[25.6 µM]	·	-8%[23.9 µM]	i	9	·	·
CC(=O)c1ccc(NC(=O)NC[C@H]2C[C@@H]3CCN2C[C@@H]3CN2CCCCC2)cc1	4%[87.6 µM]	1%[172 µM]	-8%[87.6 µM]	-9%[88.5 µM]	-16	-6%[172 µM]	?

An excerpt from above in order of count of non-hydrogen atoms, rising.
Molecule	SNCA expr inhib	Luciferase inh	HEK293 viab	GPT2 inhibitor	IP6K1 inh	HEK cytotox	3T3 cytotox
CC1OC(C)OC(C)O1 (stereo unspecified)	-8%[25.6 µM]	·	-8%[23.9 µM]	i	9	·	·
COc1ccc(S(=O)(=O)NC[C@H]2C[C@@H]3CCN2C[C@@H]3CN2CCCCC2)cc1	-4%[87.6 µM]	-4%[172 µM]	?	-15%[88.5 µM]	-10	112µM*	100µM*
N#C[C@@H](O[C@@H]1O[C@H](CO[C@@H]2O[C@H](CO)[C@@H](O)[C@H](O)[C@H]2O)[C@@H](O)[C@H](O)[C@H]1O)c1ccccc1	·	·	24%[23.9 µM]	?	1	·	·
COc1cc2c(cc1OCc1ccccc1)N(C(=O)CCc1ccccn1)CC21CCN(C)CC1	6%	13%	-13%	0%	-15	?	?
